# Bioassay records: PubChem, National Center for Advancing Translational Sciences (NCATS)
# DT40 TDP1 no CPT: qHTS for Inhibitors of human tyrosyl-DNA phosphodiesterase 1 (TDP1): qHTS in cells in absence of CPT. DT40 Tdp1-/- hTDP1 cells, no CPT, ATP luminescence, 48 h. Potency, µM (top dose mostly 46.2 µM), inactives show at the highest dose activity change, negative = growth inhibition, actives largely listed as inhibitors. 420,000 tested, 15% active. AID 686978, 2013; note: nearly all actives have a fitted effect of over 55% in size
#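 Cells were dispensed at 400 per well, compounds added by pin tool, plates incubated ≥48 hr at 37 °C, then CellTiter-Glo added for 30 min at room temperature before luminescence reading. Line: DT40 Tdp1-/- complemented with hTDP1; camptothecin omitted.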
# DT40 TDP1 CPT: qHTS for Inhibitors of human tyrosyl-DNA phosphodiesterase 1 (TDP1): qHTS in cells in presence of CPT | AID 686979, 2013 | 420,000 tested, 12% active | chicken DT40 Tdp1-/-;hTDP1 cells + 20 nM CPT, ATP luminescence, 48 h | Potency, µM (highest dose often 46.2 µM), for the others: at the highest dose activity change, negative = growth inhibition, most hits filed as inhibitors; note: nearly all actives have a fitted effect of over 55% in size
#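 Chicken DT40 Tdp1-/- cells complemented with human TDP1, 400 cells/well, exposed to compounds plus 20 nM camptothecin for at least 48 h at 37 C; viability read as ATP content by CellTiter-Glo luminescence.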
# TDP1 block: qHTS Assay for Inhibitors of Tyrosyl-DNA Phosphodiesterase (TDP1); Tyrosyl-DNA phosphodiesterase 1 (Homo sapiens), Q9NUW8; recombinant TDP1, AlphaScreen DNA substrate cleavage; Potency, µM (highest dose often 130 µM), inactives show at the top dose activity change, negative = inhibition, actives largely listed as inhibitors; 350,000 tested, 0.28% active; note: nearly all actives have a fitted effect of over 40% in size
# Target sequence (Q9NUW8 whole entry, looked up): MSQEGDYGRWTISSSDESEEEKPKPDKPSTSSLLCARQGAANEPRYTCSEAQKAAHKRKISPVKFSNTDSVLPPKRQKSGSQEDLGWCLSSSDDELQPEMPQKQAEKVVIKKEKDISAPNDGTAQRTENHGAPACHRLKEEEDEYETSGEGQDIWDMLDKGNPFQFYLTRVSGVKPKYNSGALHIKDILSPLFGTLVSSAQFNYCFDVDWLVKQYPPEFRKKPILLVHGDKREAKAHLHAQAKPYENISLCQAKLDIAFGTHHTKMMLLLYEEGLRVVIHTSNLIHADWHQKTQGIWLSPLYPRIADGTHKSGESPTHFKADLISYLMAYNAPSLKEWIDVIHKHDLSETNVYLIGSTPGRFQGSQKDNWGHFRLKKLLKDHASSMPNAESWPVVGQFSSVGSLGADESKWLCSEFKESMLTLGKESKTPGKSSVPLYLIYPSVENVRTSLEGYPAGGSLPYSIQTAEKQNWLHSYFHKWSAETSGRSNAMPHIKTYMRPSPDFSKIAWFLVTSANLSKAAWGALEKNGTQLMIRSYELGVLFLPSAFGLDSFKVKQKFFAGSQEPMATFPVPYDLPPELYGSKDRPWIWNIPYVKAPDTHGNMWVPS
#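 Here, a 5' biotin and 3' phosphotyrosine-FITC DNA oligonucleotide reports Tdp1 activity: intact substrate bridges AlphaScreen beads, while cleavage leaves a 3' phosphate and drops signal. All incubations at room temperature.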
# Starred values were filed as active, the others as inactive; ? = inconclusive; . = not tested or not shown; & = joins results of further samples; [ ] = dose if it differs, or a comment. Calls come from the whole dose curve; as a rule, active = well fitted curve in the direction sought with a large enough effect; inconclusive = small, poorly fitted or top-dose-only effect, or another doubt; inactive = no such curve, though single readings can be large; an effect the other way counts as inactive or inconclusive. % is set by controls: 0 for no effect and ±100 for the full control effect; potency is the fitted concentration of half-maximal effect.
# Values in the order: DT40 TDP1 CPT	DT40 TDP1 no CPT	TDP1 block
CCCCCN(C(=O)CCC(=O)OCCOc1ccc(OCC)cc1)c1c(N)n(CCCC)c(=O)[nH]c1=O
 : ?	-24%	.
Cn1c(=O)n(Cc2ccccc2Cl)c(=O)c2c1nc1n2CCN1c1ccccc1
 : -7%	-28%	-3%
Clc1ccc(-c2nnc(-c3ccccc3)nc2N2CCSCC2)cc1
 : 16µM*	15µM*	1%
O=C(/C=C/c1ccc([N+](=O)[O-])cc1)OCC(=O)N1c2ccccc2Sc2ccccc21
 : -10%	-25%	5%
CC(C)CN(C(=O)CN1CCC(C)CC1)c1c(N)n(CC(C)C)c(=O)[nH]c1=O
 : 7%	15%	-1%
CN1CCN(C(=O)/C(=C/c2cccs2)NC(=O)c2ccco2)CC1
 : 16%	?	2%
O=C(COC(=O)CCNS(=O)(=O)c1ccccc1)Nc1ccc(OC(F)F)cc1
 : 3%	28%	0%
CCCCNC(=O)Nc1nc2ccc(CC)cc2s1
 : ?	?	-1%
CN(C)S(=O)(=O)c1ccc2nc(NC(=O)c3cccnc3)sc2c1
 : -21%	-11%	-1%
COc1cccc(C(NC(C)=O)c2nc(-c3ccc(F)c(Cl)c3)cs2)c1 (configuration not stated)
 : -14%	-25%	.
O=C(Nc1ccccc1N1CCOCC1)c1ccc2ccccc2n1
 : ?	16µM*	9%
CC(C)(C)Cc1c(-c2ccc(Br)cc2)nc2ccc(Cl)cn12
 : 21µM*	?	.
Cc1ccc(S(=O)(=O)n2[nH]c(=O)c(CCO)c2C)cc1
 : 1%	-7%	-3%
COc1cccc(CNC(=O)CCc2c(C)nn(-c3ccc(N4CCCC4)nn3)c2C)c1
 : -30%	?	5%
COc1ccc(OCCNC(=O)Nc2cc(F)c(F)cc2Cl)cc1
 : 6%	-25%	3%
C/C(CC(=O)Nc1ccc(Br)cc1)=N\NC(=O)c1cccc(O)c1
 : -12%	7%	.
Cc1cc(NC(=O)COC(=O)c2oc3c(ccc4ccccc43)c2C)no1
 : ?	16µM*	-3%
Cn1c(=S)ccc2ccccc21
 : -19%	-27%	0%
O=c1c(/C=N/O)coc2ccc3ccccc3c12
 : -19%	-1%	3%
Cc1cc2ccccc2n1CCNC(=O)c1cccs1
 : -25%	?	6%
Cc1ccc(S(=O)(=O)N2[C@@H](CO)CO[C@H]2CC(=O)OCc2ccccc2)cc1
 : -10%	-19%	.
COC(=O)C[C@@H]1C=C[C@@H](NC(=O)CN(C)C)[C@@H](CO)O1
 : 1%	1%	.
O=C1CCN(Cc2ccccc2)CCN1[C@H](COc1ccccc1)c1ccccc1
 : ?	?	.
CCN(CC)c1ccc(/C=N/NC(=O)c2cccc(S(=O)(=O)N3CCOCC3)c2)c(O)c1
 : 4.1µM*	5.8µM*	2%
Cc1ccccc1CNC(=O)c1ccc(CSCc2ccccc2)cc1
 : ?	21µM*	0%
CC(C)c1cc(C(C)C)c(S(=O)(=O)N2CCNCC2)c(C(C)C)c1
 : ?	?	.
O=C(CCc1c[nH]c2ccccc12)NCCc1ccc(Cl)cc1
 : 3%	-6%	0%
CCOc1ccc(CC(=O)Nc2c3c(nn2C(C)(C)C)CS(=O)(=O)C3)cc1
 : 3%	1%	-3%[56.1 µM]
Cc1nn(C)c2c1c(C(F)(F)F)cc(=O)n2C(C)C(=O)NCCc1ccccc1 (configuration not stated)
 : 0.18µM*	-83%	7%
COc1ccc(NC(=S)NC2CCCCC2)cn1
 : 7%	-9%	0%
C/C=C/C1=CC(=O)C[C@H](c2ccc(F)cc2)C1
 : ?	?	1%
C[C@H](NC(=O)c1ccc(C(C)(C)C)cc1)C(=O)N1CCN(C/C=C/c2ccccc2)CC1
 : ?	21µM*	4%
COc1ccc(CN2CC(=O)N(c3ccc(Cl)cc3)C2=S)cc1OC
 : ?	?	.
Cc1cnc(NC(=O)c2sc(Nc3ccccc3)nc2N)o1
 : ?	?	.
O=S(=O)(Nc1ccc(Cl)cn1)c1cccs1
 : 13%	-3%	3%[0.0935 µM]
CN1C(=O)S/C(=C/c2cccn2-c2cccc(C(=O)O)c2)C1=O
 : 11%	0%	.
CC(C)c1ccc(NC(=O)c2cc3c([nH]c2=O)CC(C)(C)CC3=O)cc1
 : ?	?	.
O=C1C(Cc2ccccc2)NC(=S)N1c1ccccc1 (configuration not stated)
 : 24%	-4%	2%
Cc1ccccc1CN1CCC(CNc2ncnc3onc(-c4ccc(Cl)cc4)c23)CC1
 : ?	16µM*	1%
COc1ccc(Cc2nnc(NC(=O)c3cccc(C)c3)s2)cc1
 : 25%	?	0%
COc1ccc(CNC(=O)Cn2c(=O)oc3cc(S(=O)(=O)NCc4ccccc4)ccc32)cc1
 : ?	?	0%
COc1cccc(C(=O)OCC(=O)c2[nH]c(C)c(C(C)=O)c2C)c1
 : -20%	?	0%
COc1ccc(OCCCON2C(=O)c3ccccc3C2=O)cc1
 : 5%	0%	2%
COc1ccc(N(CC(=O)Nc2cccc3ccccc23)S(C)(=O)=O)c(OC)c1
 : -13%	-24%	.
CCSc1nnc(NC(=O)C(C)C)s1
 : 1%	1%	3%
Cc1cccc(OC(=O)c2cc(-c3ccc4c(c3)OCCO4)on2)c1
 : -15%	-16%	-6%
N#Cc1c(NC(=O)c2cc(C3CC3)on2)sc2c1CCC2
 : 10µM*	12µM*	-7%
CCc1c(C(=O)NNC(=S)NCc2ccccc2)csc1C
 : -22%	?	3%
CC(C)(C)c1ccc(NC(=O)COc2ccc(-n3ccnc3)cc2)cc1
 : 15µM*	16µM*	5%
CCCNC(=O)CN1C(=O)NC(CCc2ccccc2)C1=O (configuration not stated)
 : 7%	-21%	7%
CN(C)CCNC(=O)C(C(=O)c1ccc(F)cc1)n1ccccc1=O (configuration not stated)
 : -1%	-5%	3%
CCC1Sc2ccc(S(=O)(=O)CCC(=O)NCc3ccc(C)o3)cc2NC1=O (configuration not stated)
 : ?	?	0%
C/C=C/c1ccc(OCc2cc(=O)n3cc(C)ccc3n2)c(OC)c1
 : ?	18µM*	0%
CSc1ccc(S(=O)(=O)NCC(=O)OCC(=O)NCc2cccs2)cc1[N+](=O)[O-]
 : -6%	-19%	-13%
O=C(c1ccc([N+](=O)[O-])cc1)N1CCN(Cc2ccccc2[N+](=O)[O-])CC1
 : ?	?	-5%
CC1(C)C/C(=C(/C#N)C(N)=O)CCO1
 : 0%	-4%	3%
CCc1cccc(NC(=O)CCNC(=O)Cn2ccc3ccccc3c2=O)c1
 : 7%	1%	0%
CC(C)CC(NC(=O)C1CCC(C)CC1)C(=O)Nc1ccccc1F (configuration not stated)
 : -9%	-18%	0%
CCN(CC)CCOCCOc1cc(C)c(Cl)c(C)c1
 : 23µM*	18µM*	2%
Cc1ccc(C(=O)N(Cc2cccnc2)Cc2cc3cc(C)ccc3n3nnnc23)cc1
 : 18µM*	?	0%

# (continued)
# Values in the order: DT40 TDP1 CPT	DT40 TDP1 no CPT	TDP1 block
COc1ccc(CNC(=O)CN(c2cc(C)cc(C)c2)S(=O)(=O)c2c(C)[nH]c(=O)[nH]c2=O)cc1
 : 11%&9%	20%&3%	0%&5%
COc1cccc(-c2cc(NCc3ccccc3)ncn2)c1
 : ?	?	.
COc1cccc2c1OC1(N3CCOCC3)CCCCC1C2C[N+](=O)[O-] (configuration not stated)
 : -28%	?	.
Cc1ccc(-n2nc(C)c3c2OC(N)=C(C#N)C3c2ccncc2)cc1 (configuration not stated)
 : -13%	-12%	8%
CC1=C(c2ccc(C(C)C)cc2)S(=O)(=O)NC1=NCc1ccccc1Br
 : ?	13µM*	3%
Cc1ccc2c(c1)c1c(c(=O)n(-c3ccccc3C)c(=O)n1Cc1cccc(F)c1)n2C
 : 13µM*	9.2µM*	6%
Cc1ccc(C(=O)c2ccccc2C(=O)OCC(=O)N2CC(C)CC(C)C2)cc1 (configuration not stated)
 : ?	?	0%
COc1cc([N+](=O)[O-])ccc1NC(=O)COC(=O)c1c[nH]c(=O)[nH]c1=O
 : 5%	11%	1%
O=C(CN(C(=O)CNS(=O)(=O)c1ccc(F)cc1)c1ccccc1)NCc1ccco1
 : -2%	-16%	.
Cc1c(C(=O)NCCSc2ccc(Cl)cc2)cccc1[N+](=O)[O-]
 : -14%	-29%	2%
CC(C)CN(CC(C)C)CC(O)COc1ccc([N+](=O)[O-])cc1 (configuration not stated)
 : ?	18µM*	3%
CCN1CCN(c2ccc(S(=O)(=O)N3CCCCC3)cc2NC(=O)Cc2ccccc2F)CC1
 : ?	?	-3%
Cc1ccc(CNC(=O)Cn2cnc(S(=O)(=O)N3CCC(C)CC3)c2)o1
 : 0%	30%	2%
COc1cccc(CNC(=O)c2nnn(-c3ccc(OC(F)(F)F)cc3)c2N)c1
 : ?	-10%	2%
COc1cc2c(C(=O)Nc3cc(OC)c(OC)c(OC)c3)cn(C)c(=O)c2cc1OC
 : -4%	-1%	3%
C=C1C(C(=O)Nc2ccc(OCC)cc2)C1C(=O)Nc1ccc(OCC)cc1 (configuration not stated)
 : -15%	-16%	5%
O=S(=O)(c1ccccc1)N1CCN(C2CCN(Cc3ccccc3)CC2)CC1
 : 16%	-20%	6%
C=CCn1c(COc2ccccc2F)nnc1SCCN1C(=O)c2ccccc2C1=O
 : -4%	?	2%
CCOCCCNC(=O)c1cc2c(s1)-c1ccccc1SC2
 : -12%	-12%	.
COc1ccc(-c2cn3nc(N4CCCC(C(=O)Nc5cc(Cl)ccc5OC)C4)sc3n2)cc1 (configuration not stated)
 : ?	?	-2%
O=c1c(N2CCN(c3cccc(Cl)c3)CC2)csc2ccc(Cl)cc12
 : ?	?	8%
COc1cc2c(cc1OC)CN(Cc1cc(=O)n3cc(C)ccc3n1)CC2
 : -5%	?	6%
COc1cccc(/C=N/Nc2ccc(Cl)nn2)c1OC
 : -2%	?	.
COc1ccc(NC(=S)N(CCCN2CCC(C)CC2)Cc2cccs2)cc1
 : -10%	?	-9%
COc1ccccc1CNC(=O)C(NC(=O)Nc1ccccc1)C(C)C (configuration not stated)
 : 3%	-22%	2%[0.0935 µM]
Cc1nc2ccc(NC(=O)c3ccccc3)cc2c(=O)n1Cc1ccc(F)cc1
 : ?	13µM*	.
CN(C)C(=O)N1CCN(c2nc(-c3ccccc3)cs2)CC1
 : ?	?	.
COCC(=O)Nc1ccc(C(C)C)cc1
 : 2%	-3%	3%
CCN1CCN(C(=O)c2ccc3c(c2)N(Cc2cccc(F)c2)C(=O)c2ccccc2S3)CC1
 : ?	?	4%
O=C(NC1CCCCCCC1)c1cccnc1
 : -4%	-7%	.
O=S1(=O)CC(N2CCN(CC3CC3)CC2)CN1CCc1ccccc1 (configuration not stated)
 : -20%	?	.
CCOc1ccc(S(=O)(=O)N(CC)CC(=O)NCc2ccccn2)cc1C
 : -28%	?	?
CC(C)(C)OC(=O)NCc1n[nH]c(=S)n1C1CC1
 : 4%	0%	.
Cc1cc(S(=O)(=O)NC(C)c2nnc3ccccn23)ccc1Br (configuration not stated)
 : -3%	7%	0%
O=C(NCCCNC(=O)c1ccc(F)cc1)c1ccc(F)cc1
 : 1%	-1%	.
COCCn1c(C)cc(C2=NNC(=Nc3ccccc3)SC2)c1C
 : 22µM*	16µM*	7%
O=C(NCc1cccnc1)C(=O)NCC1OCCCN1S(=O)(=O)c1ccccc1 (configuration not stated)
 : -5%	9%	2%
CC(C)Sc1nnc([C@H](C)NC(=O)OC(C)(C)C)o1
 : -12%	6%	10%
CN(CC(=O)NCCN1CCN(Cc2ccccc2)CC1)S(=O)(=O)c1cccc2nsnc12
 : -26%	?	-5%
O=C1C(=O)N(CCN2CCOCC2)C(c2ccc(Cl)cc2)/C1=C(/O)c1ccc(S(=O)(=O)N2CCOCC2)cc1 (configuration not stated)
 : -8%	-6%	3%
Cc1ccccc1/C=N/Nc1ccc(Cl)nn1
 : ?	?	5%
Cc1nnc2c3ccccc3c(-c3ccccc3)nn12
 : ?	?	.

# Outcome played no part in choosing rows. Share with any hit: about 18%.
